# PfG6PD inh – PfG6PD (Plasmodium falciparum) enzyme inhibition; PfGluPho enzyme, NADPH resazurin-diaphorase fluorescence; hit rate 0.78% among 350,000; inhibition, % at 20 µM;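 active = inhibition reaching at least a set limit at 20 µM in the primary screen, cut at about 59% in these data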;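 note: 0% = DMSO wells with substrate and 100% = DMSO wells lacking glucose-6-phosphate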
# SENP8 block – inhibitors of human SENP8 protease; hit rate 0.64% among 360,000; AID 602440; inhibition, % at 20 µM; recombinant SENP8, Nedd8 substrate fluorescence; Q96LD8; in the data active = inhibition mostly above about 40%, no sharp cut-off; inactive = mostly below about 27%
# Target sequence (Q96LD8 whole entry, looked up): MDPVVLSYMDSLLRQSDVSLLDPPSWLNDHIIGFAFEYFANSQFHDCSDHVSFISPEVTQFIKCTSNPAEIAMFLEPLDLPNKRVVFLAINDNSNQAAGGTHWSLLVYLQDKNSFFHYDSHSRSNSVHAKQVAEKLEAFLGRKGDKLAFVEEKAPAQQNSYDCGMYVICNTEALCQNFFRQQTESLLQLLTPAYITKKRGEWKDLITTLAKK
# SENP7 inh – blocks the human protease SENP7; Q9BQF6; recombinant SENP7, Z-RLRGG-aminoluciferin luminescence, 40 min; inhibition, % at 5 µM; hit rate 1.5% among 330,000; AID 434973;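 active = inhibition above about 50% at the single test dose, limit read from the data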;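 note: plate controls were DMSO with enzyme for no effect and no enzyme buffer wells for full effect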
# GRIN3A LBD mod – modulators (binders) of human NR3A ligand-binding domain; AID 1259313; hit rate 2.5% among 340,000; NR3A LBD differential scanning fluorimetry, Tm shift; 0% = protein alone, 100% = glycine-bound protein; Tm shift relative to glycine control, % at 25 µM;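 active = melting temperature shift of at least 10% of the positive control shift, at one fixed dose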
# ATG4B inhibitor – ATG4B (human) cysteine protease inhibition | hit rate 0.51% among 340,000 | inhibition, % at 8.33 µM | AID 504462 | ATG4B cleavage of LC3-PLA2, NBD-HPC fluorescence, 1 h | Q9Y4P1; in the data active = inhibition above about 40%
# MPTP inh – inhibitors of mitochondrial permeability transition pore | hit rate 1.4% among 360,000 | inhibition, % at 10 µM | isolated mouse mitochondria, Ca2+ swelling absorbance, 30 min;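 active = inhibition of 50% or more, scaled per plate between neutral and stimulator controls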;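 note: 0% = DMSO wells given calcium and 100% = 1 mM EGTA wells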
# HKDC1 inh – inhibitors of human hexokinase HKDC1; hit rate 0.16% among 340,000; recombinant HKDC1, G6PDH/diaphorase resazurin coupled fluorescence; inhibition, % at 20 µM; AID 493160;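 active = inhibition above about 35% when tested at 20 µM, limit read from the data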;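 note: plate controls were DMSO wells with enzyme for no effect and DMSO wells lacking enzyme for full effect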
# Target sequence (Q2TB90 whole entry, looked up): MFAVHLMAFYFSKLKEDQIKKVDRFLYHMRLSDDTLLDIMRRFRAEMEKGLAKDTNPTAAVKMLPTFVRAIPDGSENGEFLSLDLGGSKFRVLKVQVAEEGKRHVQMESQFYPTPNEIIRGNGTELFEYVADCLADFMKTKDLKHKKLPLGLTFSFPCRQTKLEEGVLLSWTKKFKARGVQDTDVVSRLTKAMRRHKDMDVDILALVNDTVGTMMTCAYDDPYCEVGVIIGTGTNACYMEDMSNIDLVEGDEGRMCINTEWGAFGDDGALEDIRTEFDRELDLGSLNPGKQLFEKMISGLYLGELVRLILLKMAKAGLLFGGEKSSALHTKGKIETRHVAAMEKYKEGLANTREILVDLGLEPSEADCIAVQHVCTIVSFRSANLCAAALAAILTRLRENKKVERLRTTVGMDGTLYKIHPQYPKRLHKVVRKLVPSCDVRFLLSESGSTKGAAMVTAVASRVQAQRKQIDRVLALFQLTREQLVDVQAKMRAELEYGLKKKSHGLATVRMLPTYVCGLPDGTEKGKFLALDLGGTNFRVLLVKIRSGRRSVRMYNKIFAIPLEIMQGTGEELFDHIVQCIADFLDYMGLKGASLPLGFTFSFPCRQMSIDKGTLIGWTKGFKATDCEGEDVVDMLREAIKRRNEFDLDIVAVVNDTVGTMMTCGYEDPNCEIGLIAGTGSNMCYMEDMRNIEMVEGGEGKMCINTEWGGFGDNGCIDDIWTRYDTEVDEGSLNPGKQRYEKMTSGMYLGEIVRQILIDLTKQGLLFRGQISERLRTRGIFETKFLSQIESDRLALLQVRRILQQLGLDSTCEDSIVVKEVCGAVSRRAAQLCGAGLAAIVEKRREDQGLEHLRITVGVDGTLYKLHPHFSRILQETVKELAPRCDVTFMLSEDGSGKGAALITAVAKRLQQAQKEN
#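 Test system: recombinant HKDC1 (HK5) hexokinase enzyme, produced in-house; Amount: enzyme 5 µg/mL final; Buffer or medium: Tris pH 8.0 buffer with MgCl2, Tween-20, BSA, BME; Reagent: glucose and ATP substrates; Doses: 20 µM test compound, 1% DMSO; Incubation: 90 min reaction incubation at room temperature, dark; Detection: resorufin fluorescence at 613 nm.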
# SENP6 inh – SENP6 protease inhibition. Q9GZR1. Recombinant SENP6 catalytic domain, aminoluciferin luminescence. inhibition, % at 10 µM. hit rate 1.8% among 330,000;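 active = inhibition above about 50% at the single tested dose, limit read from the data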;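 note: plate controls were DMSO wells with enzyme for no effect and DMSO wells lacking enzyme for full effect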
# * marks the source's active call; other numbers are inactive results; i = inactive; . = no result given.
no. | Structure | HKDC1 inh | GRIN3A LBD mod | SENP6 inh | SENP7 inh | ATG4B inhibitor | PfG6PD inh | SENP8 block | MPTP inh
1 | Nn1c(Cc2cccc3ccccc23)nnc1SCC(=O)NCC1CCCO1 (stereo unspecified) | -6 | 2 | -10 | 9 | -1 | 3 | 8 | 0.1
2 | O=C(NCc1ccco1)c1ccc(OCC2CCCO2)cc1 (stereo unspecified) | -7 | 3 | -3 | -9 | -13 | -2 | -4 | 0.5
3 | O=C(COC(=O)Cc1ccc2c(c1)OCCO2)Nc1ccc(S(=O)(=O)N2CCCC2)cc1 | -2 | -16 | 14 | -2 | -14 | 16 | 13 | 0.2
4 | Cc1ccccc1OCCC(=O)OCC(=O)Nc1cc(S(=O)(=O)N2CCOCC2)ccc1Cl | 12 | 1 | 13 | 2 | 2 | -13 | 11 | -1.9
5 | Clc1ccc2c(c1)C(C1=NCCN1)c1ccccc1CS2 (stereo unspecified) | -10 | -7 | 5 | 2 | 6 | 2 | 5 | 0.4
6 | CCOc1ccc(S(=O)(=O)N2CCN(C(=O)c3cc4c(s3)CCCC4)CC2)cc1 | 6 | -7 | -2 | 9 | 2 | -11 | 21 | 2.2
7 | Cc1ccc(S(=O)(=O)NC(C)(C)CN2CCc3ccccc3C2)cc1 | -2 | 2 | 7 | -2 | -1 | 1 | 17 | 2.0
8 | Cc1cc(NC(=O)CSc2nnc(-c3ccc(Cl)s3)o2)no1 | 2 | 1 | -3 | 13 | 0 | -17 | -49 | 1.3
9 | COc1ccc(NS(=O)(=O)c2cccc(C(=O)NCC(c3cccs3)N3CCOCC3)c2)cc1 (stereo unspecified) | -2 | 1 | -2 | -7 | -1 | 6 | 24 | 1.5
10 | CCOc1ccc2c(c1)nc(C)n2C | -7 | 3 | -25 | 6 | -8 | 3 | 17 | -0.5
11 | COc1ccccc1NC(=O)c1cc(Cl)ccc1NC(=O)c1ccco1 | 1 | -1 | 10 | -2 | -2 | -5 | 0 | 2.6
12 | O=C(Nc1ccc(Br)cc1Br)c1cccc2c1C(=O)N(C1CCCCC1)C2 | 2 | -15 | -19 | -2 | -2 | 13 | 3 | 2.9
13 | O=C(NCCO)C1CCN(C(=O)c2ccc(-c3ccccc3)cc2)CC1 | -5 | -1 | 0 | -2 | 3 | -4 | 8 | -0.1
14 | CCC(=O)OCC(=O)Nc1cc([N+](=O)[O-])ccc1OC | -4 | -6 | -5 | 5 | -1 | 0 | 2 | 2.4
15 | Cn1c(=O)c2c(-c3ccccc3)n(C3CCCCC3)cc2n(C)c1=O | 6 | -3 | -14 | -5 | 1 | 7 | -282 | -0.4
16 | CCC(=O)c1cn(CC(=O)Nc2cccc(C)c2)c2ccccc12 | -8 | 2 | -1 | 0 | -2 | -3 | 21 | 3.0
17 | CSc1nc2nc3c(cc2c(=O)n1-c1ccccc1C)COC(C)(C)C3 | -4 | -4 | -3 | 5 | 6 | -19 | 2 | 2.6
18 | CCOc1cc(-c2noc(N)c2C#N)cc(OCC)c1OCC | 4 | 3 | -1 | 2 | -15 | 4 | -5 | 0.3
19 | CN1C(=S)N(c2cccnc2)C(=O)/C1=C\c1ccc(C(C)(C)C)cc1 | 26 | 2 | -5 | -9 | -1 | 52 | 1 | -2.2
20 | COc1cccc(CCc2nnc(N)s2)c1 | -5 | 0 | -15 | 7 | -4 | -7 | 12 | -0.6
21 | O=C(CCNC(=O)c1ccccc1Cl)NCCCSc1ccccc1 | -3 | -1 | -1 | 1 | -4 | -6 | 6 | -2.8
22 | CC(N=Cc1ccccc1O)c1ccccc1 (stereo unspecified) | -2 | 2 | -7 | -1 | 2 | -13 | 14 | -1.7
23 | CCCN(CC(=O)Nc1ccccc1C)C(=O)Cc1c(C)nc2ccccc2c1C | 0 | 0 | -4 | -2 | -10 | 15 | -16 | 0.6
24 | CCOc1cc(/C=N/NC(=O)C(N)=O)cc(Br)c1O | -7 | -2 | -3 | -1 | 4 | 3 | 10 | -2.5
25 | O=C(O)CCNC(=O)/C(=C\C=C\c1ccccc1)NC(=O)c1ccccc1 | -4 | 0 | -10 | -10 | 4 | -14 | -8 | 0.3
26 | COc1ccc(N2C(=O)C3C4C=CC(C4)C3C2=O)c(OC)c1 (stereo unspecified) | 10 | 1 | 24 | 7 | -3 | -14 | 14 | -1.2
27 | COc1ccc(C(=O)COC(=O)C(CCCCN2C(=O)C3C4C=CC(C4)C3C2=O)N2C(=O)C3C4C=CC(C4)C3C2=O)cc1 (stereo unspecified) | 12 | 2 | 2 | -3 | -9 | -3 | -8 | 0.8
28 | Cc1c(Cc2ccccc2)c(=O)oc2cc(OCC(=O)N[C@@H](Cc3ccccc3)C(=O)O)ccc12 | 2 | 0 | 11 | -2 | -18 | -26 | 8 | 3.9
29 | CCOC(=O)C1=Nc2ccccc2C1=[N+]=[N-] | 7 | 3 | -7 | 11 | 3 | 5 | -60 | -0.5
30 | O=C1C2CCCN2C(=O)N1CCCCN1CCN(CCO)CC1 (stereo unspecified) | -7 | -3 | -36 | -7 | 5 | 3 | 7 | 0.2
31 | CCN(CC)C(=O)CC(c1ccc2c(c1)OCO2)c1c(OC)cc(OC)c2c(-c3ccccc3)cc(=O)oc12 (stereo unspecified) | 2 | 1 | -6 | -5 | -6 | 13 | -83 | -2.0
32 | Nc1nnnn1/N=C/c1cc(Cl)cc(Cl)c1OCc1ccc(Cl)cc1Cl | -5 | 0 | -4 | -7 | -4 | 6 | -53 | 3.9
33 | Cc1ccc(S(=O)(=O)CC2CSc3nc4ccccc4n32)cc1 (stereo unspecified) | 1 | -112 | -8 | 7 | -1 | -18 | 9 | 25
34 | CCOC(=O)/C=C(\C)Sc1cc(=O)oc2ccccc12 | 5 | 2 | -20 | -9 | -7 | 3 | 10 | 1.6
35 | O=C(NCCC1CCCCN1S(=O)(=O)c1ccccc1)C(=O)Nc1ccc(F)cc1 (stereo unspecified) | 0 | 2 | -8 | -4 | -1 | 5 | 15 | -0.6
36 | COc1ccc(C2CC(=O)C=C(O)C2)cc1 (stereo unspecified) | -10 | -2 | 8 | 6 | 23 | -6 | 14 | -1.3
37 | O=[N+]([O-])c1cccc2ccc(/C=C/c3ccc(C(F)(F)F)cc3)nc12 | 14 | 17* | 3 | 1 | -6 | 24 | 19 | 2.5
38 | Nc1cccc(-c2cc3ccccc3oc2=O)c1 | 2 | -3 | 10 | 11 | -5 | 2 | 3 | 0.3
39 | CN(C)CCNC(=O)c1cccc(S(=O)(=O)Nc2ccccc2F)c1 | -12 | 0 | -14 | -3 | -9 | 16 | 9 | -1.2
40 | COc1ccccc1C(=O)NCC(=O)OCc1csc(-c2ccccc2)n1 | -7 | 8 | -17 | -4 | -2 | 16 | 22 | -4.2
41 | O=C1CS/C(=C\[N+](=O)[O-])N1c1ccc(OC(F)(F)F)cc1 | -9 | -3 | -8 | -1 | -8 | 2 | 25 | 2.1
42 | COc1ccc(-c2nc(C)c(C(C)=O)n2O)cc1 | -2 | 3 | -10 | 3 | -7 | 12 | 12 | -0.6
43 | CCOC(=O)CSc1n[nH]c(NC(=O)NC(C)C)n1 | -7 | 0 | 8 | 3 | 3 | -8 | 7 | -0.2
44 | Cc1ccc(-n2c(N)c(C(N)=O)sc2=S)cc1 | -8 | 0 | -1 | -5 | -2 | 69* | 27 | -2.0
45 | CCOc1ccc(NC(=O)CCN2CCN(c3ccccc3)CC2)cc1 | -4 | 0 | 17 | 5 | -10 | -12 | 6 | 1.9
46 | Cc1cc(OC(=O)C(C)(C)C)c([N+](=O)[O-])c(=O)[nH]1 | -6 | -1 | 7 | 3 | -3 | 2 | 6 | -1.1
47 | C/C=C(\C)C(=O)Nc1cccc(C2=NOC3(C2)C[C@H](C(N)=O)N(C(=O)C(c2ccccc2)c2ccccc2)C3)c1 (stereo partly specified) | 1 | -1 | -12 | 5 | -23 | 11 | 11 | -1.0
48 | COc1cc(/C=C/C(=O)OCC(=O)Nc2nnc(-c3ccccc3)o2)cc(OC)c1OC | -2 | -1 | -13 | 1 | -5 | -15 | -322 | -2.2
49 | C=CCNC(=O)c1cnc(-c2ccccc2)nc1-c1ccccc1 | -4 | -1 | -6 | -3 | 3 | 10 | 12 | -0.4
50 | O=C(Oc1ccc2[nH]cc(CCN3C(=O)c4ccccc4C3=O)c2c1)c1ccco1 | -7 | -5 | -9 | 1 | 26 | 8 | 10 | 2.1
51 | COC(=O)C(C)n1cnc2c(nnn2-c2cccc(Cl)c2)c1=O (stereo unspecified) | 1 | -1 | -10 | -2 | 1 | -13 | 3 | 0.4
52 | COC(=O)Nc1c(-c2ccccc2)nc2ccc(C)cn12 | -3 | 0 | 21 | 0 | -1 | 3 | i | -3.1
53 | COc1cc(/C=N/n2c(C)n[nH]c2=S)ccc1OCc1ccccc1 | -10 | 3 | -4 | -3 | -8 | 26 | -1 | 0.2
54 | N#Cc1c(-c2ccccc2)nc(SCC(=O)Nc2ccccc2)[nH]c1=O | -1 | -4 | . | . | 0 | -35 | -13 | 3.1
55 | O=C(Nc1nncs1)C12CC3CC(CC(C3)C1)C2 | -4 | -1 | -17 | 10 | -6 | -6 | 6 | -1.1
56 | COc1ccc(C(=O)c2cc([N+](=O)[O-])ccc2N2CCN(C)CC2)cc1 | -1 | 0 | 10 | -4 | -6 | -10 | 15 | -0.5
57 | O=C(CC1SC(N2CCOCC2)=NC1=O)Nc1cc([N+](=O)[O-])ccc1Cl (stereo unspecified) | 0 | 0 | 1 | 8 | 2 | 2 | 2 | -0.3
58 | Cc1ccc(OCc2cc(C(=O)N3CCN(C4CCCC4)CC3)no2)cc1C | -1 | -1 | -2 | 10 | -4 | 1 | -1 | -1.4
59 | CCO[C@H]1OC(C(=O)N2CCN(Cc3ccccc3)CC2)=C[C@@H](c2ccccc2)[C@@H]1CCCO | -5 | 0 | -3 | 9 | -10 | -2 | 8 | -2.3
60 | COc1ccc(C(=O)Nc2nc3ccccc3[nH]2)cc1OC | -14 | -1 | -10 | -10 | -5 | 4 | -20 | 1.4
61 | COc1ccccc1C(C)NCC(=O)Nc1ccccc1C(F)(F)F (stereo unspecified) | -8 | -1 | -13 | -2 | 33 | 4 | 7 | 0.3
62 | O=c1oc2cc(OCc3nn[nH]n3)ccc2c2c1CCCC2 | 9 | -1 | -2 | -5 | -5 | -31 | -5 | 2.9
63 | c1ccc2cc(CN3CCOCC3)ccc2c1 | -9 | -18 | -4 | -4 | 2 | -3 | 10 | 1.1

# Arranged by formula weight (largest number first): 10 of the compounds above
no. | Structure | HKDC1 inh | GRIN3A LBD mod | SENP6 inh | SENP7 inh | ATG4B inhibitor | PfG6PD inh | SENP8 block | MPTP inh
31 | CCN(CC)C(=O)CC(c1ccc2c(c1)OCO2)c1c(OC)cc(OC)c2c(-c3ccccc3)cc(=O)oc12 (stereo unspecified) | 2 | 1 | -6 | -5 | -6 | 13 | -83 | -2.0
48 | COc1cc(/C=C/C(=O)OCC(=O)Nc2nnc(-c3ccccc3)o2)cc(OC)c1OC | -2 | -1 | -13 | 1 | -5 | -15 | -322 | -2.2
50 | O=C(Oc1ccc2[nH]cc(CCN3C(=O)c4ccccc4C3=O)c2c1)c1ccco1 | -7 | -5 | -9 | 1 | 26 | 8 | 10 | 2.1
45 | CCOc1ccc(NC(=O)CCN2CCN(c3ccccc3)CC2)cc1 | -4 | 0 | 17 | 5 | -10 | -12 | 6 | 1.9
33 | Cc1ccc(S(=O)(=O)CC2CSc3nc4ccccc4n32)cc1 (stereo unspecified) | 1 | -112 | -8 | 7 | -1 | -18 | 9 | 25
62 | O=c1oc2cc(OCc3nn[nH]n3)ccc2c2c1CCCC2 | 9 | -1 | -2 | -5 | -5 | -31 | -5 | 2.9
43 | CCOC(=O)CSc1n[nH]c(NC(=O)NC(C)C)n1 | -7 | 0 | 8 | 3 | 3 | -8 | 7 | -0.2
52 | COC(=O)Nc1c(-c2ccccc2)nc2ccc(C)cn12 | -3 | 0 | 21 | 0 | -1 | 3 | i | -3.1
55 | O=C(Nc1nncs1)C12CC3CC(CC(C3)C1)C2 | -4 | -1 | -17 | 10 | -6 | -6 | 6 | -1.1
36 | COc1ccc(C2CC(=O)C=C(O)C2)cc1 (stereo unspecified) | -10 | -2 | 8 | 6 | 23 | -6 | 14 | -1.3

# Source: PubChem BioAssay (Sanford-Burnham Center for Chemical Genomics)

# The order is random. Share with any hit: about 6.9%.
